Source: PubChem
MBNL1 CUG block: blocks human MBNL1 binding to CUG repeat RNA; Potency, µM (titrated, usually from 57.5 µM), for the others: at the top dose activity change, negative = inhibition, hits mostly inhibitors; Q9NR56; actives 0.036% (n = 280,000); TR-FRET MBNL1-His/biotin-(CUG)12 binding, 665/545 ratio; active means well fitted inhibition curve with a large enough effect in the signal ratio, with a control signal flat, not every such curve was filed as active; inconclusive means small, poorly fitted or top-dose-only effect, or effect the other way, or a change in a side signal; inactive means no such curve, though single readings can be large or run the other way; the % refers to the signal ratio; further: potency means the concentration at half of the fitted maximal effect; on the % scale 0 is the no-effect control and ±100 the full control effect
Target sequence (Q9NR56 whole entry, looked up): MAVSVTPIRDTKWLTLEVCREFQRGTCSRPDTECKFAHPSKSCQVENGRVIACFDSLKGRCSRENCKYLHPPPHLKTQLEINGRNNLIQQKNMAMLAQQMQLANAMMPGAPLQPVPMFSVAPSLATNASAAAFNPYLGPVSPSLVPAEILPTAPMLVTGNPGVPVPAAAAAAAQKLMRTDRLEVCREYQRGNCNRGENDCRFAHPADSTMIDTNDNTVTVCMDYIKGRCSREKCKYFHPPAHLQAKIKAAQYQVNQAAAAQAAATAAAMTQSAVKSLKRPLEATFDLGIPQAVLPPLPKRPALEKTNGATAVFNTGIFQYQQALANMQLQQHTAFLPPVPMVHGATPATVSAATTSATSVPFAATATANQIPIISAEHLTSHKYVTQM
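Inhibition of protein-RNA binding appears as loss of TR-FRET between terbium anti-His antibody on MBNL1-His and streptavidin-XL665 on biotin-(CUG)12. Activity is normalized to buffer-only and uninhibited-complex controls.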
USP2a block: inhibitors of human ubiquitin-specific protease USP2a; USP2 core, Ub-CHOP2 coupled fluorogenic reporter, 485/531; Potency, µM (top dose mostly 38.3 µM), for inactives: at the highest dose activity change, negative = inhibition, hits mostly inhibitors; actives 0.01% (n = 330,000); AID 463254;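 further: potency means the concentration at half of the fitted maximal effect; plate controls were DMSO wells for no effect and full inhibition by NEM control for full effect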
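Cell-free coupled assay: 10nM USP2 core preincubated 30min RT with compound in Tris-HCl pH 8.0/CaCl2/CHAPS buffer, then 25nM Ub-CHOP2 and 25nM reporter substrate; fluorescence (Ex 485/Em 531) read after 60min RT, normalized to NEM inhibition, concentration-response curves fitted.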
Chronic BCR inh: chronic active BCR signaling inhibition. ABC-DLBCL IkBa-CBG/CBR reporter, luminescence ratio, 4 h. actives 0.05% (n = 340,000). Potency, µM (highest dose often 46.1 µM), without a hit: at the top dose ratio change, negative = lower green/red ratio, usual class: inhibitors. AID 493014; active means well fitted inhibition curve with a large enough effect in the signal ratio, with a control signal flat, not every such curve was filed as active; inconclusive means small, poorly fitted or top-dose-only effect, or effect the other way, or a change in a side signal; the % refers to the signal ratio;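 further: potency means the concentration at half of the fitted maximal effect; plate controls were basal doxycycline-induced cells for no effect and cells given 10 µM MG132 for full effect; MG132 reads +100%, hits lower the ratio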
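Compounds up to 46 uM were incubated four hours with TMD8 cells whose green CBG68 luciferase is fused to IkappaBalpha; red CBR luminescence normalised the signal, and concentration-effect curves were fitted to fusion, red and ratio data.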
Eya2 phos inh: blocks the phosphatase activity of human Eya2; actives 0.006% (n = 330,000); recombinant Eya2, OMFP fluorescence dephosphorylation (OMFP is methylfluorescein phosphate); O00167; Potency, µM (titrated, usually from 76.9 µM), for the others: at the highest dose activity, negative = inhibition, hits mostly inhibitors; further: potency means the concentration at half of the fitted maximal effect; on the % scale 0 is the no-effect control and ±100 the full control effect
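Eya2 (0.2 uM) preincubated 10 min at ambient with compound, then OMFP substrate added at 50 uM; 10 min reaction in 50 mM HEPES pH 7.5, 50 mM NaCl, 5 uM MgCl2, 0.05% BSA, 1 mM DTT. Fluorescence read at Ex 485/Em 525 nm.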
KCNH2 WT inh: KCNH2 (human, wildtype) channel inhibition; U2OS, BacMam KCNH2, thallium flux FluxOr; stronger effect = lower value; activity change, % at 1.84 µM; actives 0.37% (n = 340,000);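 active means maximum activity change below -70%; inconclusive means maximum activity change between -70% and -50%; inactive means maximum activity change above -50%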; further: on the % scale 0 is the no-effect control and ±100 the full control effect
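U2OS cells transduced with wild-type KCNH2 virus are loaded with FluxOr dye for 45 min, and thallium flux is measured in kinetic reads before and after stimulation buffer. Rate constants are normalized to DMSO controls.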
S-ASM inh: human S-ASM enzyme inhibition | P17405 | placental ASM, HMU-PC fluorogenic substrate, 60 min | Potency, µM (series often up to 57.5 µM), inactives show at the highest dose activity change, negative = inhibition, most hits filed as inhibitors | actives 0.006% (n = 340,000) | AID 504937; further: potency means the concentration at half of the fitted maximal effect
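Steps: dispense placental human ASM, pin compound, wait 10 min at room temperature, add HMU-PC0 substrate at 9 uM final, incubate 60 min at 37 °C, add stop solution raising pH to 10, read fluorescence.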
TSHR antag: blocks TSH signaling through the human TSH receptor | activity change, negative = inhibition, % at 11.5 µM | P16473 | TSHR-expressing cells, TSH-stimulated cAMP HTRF, 2 h; stronger effect = lower value | actives 0.2% (n = 330,000) | AID 504810;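 active means activity change below a set negative limit, meaning inhibition stronger than a set level, cut at about -70% in these data; inconclusive means activity change between two set negative limits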; further: on the % scale 0 is the no-effect control and ±100 the full control effect
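Freshly harvested TSHR cells receive pin-tooled compound, then EC80 TSH at 4nM final. After 2 hours at 37 deg C, antibody in lysis buffer and cAMP-d2 are added; 30 minutes at ambient temperature precede the HTRF read.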
Menin-MLL TR inh: menin-MLL binding inhibition, Texas Red mutant peptide | Menin + Texas Red MLL mutant peptide, fluorescence polarization | Potency, µM (series often up to 61.6 µM), for inactives: at the highest dose FP activity change, negative = inhibition, actives largely listed as inhibitors | actives 0.23% (n = 270,000); active means well fitted inhibition curve with a large enough effect in the polarisation, with a control signal flat, not every such curve was filed as active; inconclusive means small, poorly fitted or top-dose-only effect, or effect the other way, or a change in a side signal; inactive means no such curve, though single readings can be large or run the other way; the % refers to the polarisation; further: potency means the concentration at half of the fitted maximal effect; % of control where 0% means no effect; many of its hits are not listed in these tables
Target sequence (O00255 whole entry, looked up): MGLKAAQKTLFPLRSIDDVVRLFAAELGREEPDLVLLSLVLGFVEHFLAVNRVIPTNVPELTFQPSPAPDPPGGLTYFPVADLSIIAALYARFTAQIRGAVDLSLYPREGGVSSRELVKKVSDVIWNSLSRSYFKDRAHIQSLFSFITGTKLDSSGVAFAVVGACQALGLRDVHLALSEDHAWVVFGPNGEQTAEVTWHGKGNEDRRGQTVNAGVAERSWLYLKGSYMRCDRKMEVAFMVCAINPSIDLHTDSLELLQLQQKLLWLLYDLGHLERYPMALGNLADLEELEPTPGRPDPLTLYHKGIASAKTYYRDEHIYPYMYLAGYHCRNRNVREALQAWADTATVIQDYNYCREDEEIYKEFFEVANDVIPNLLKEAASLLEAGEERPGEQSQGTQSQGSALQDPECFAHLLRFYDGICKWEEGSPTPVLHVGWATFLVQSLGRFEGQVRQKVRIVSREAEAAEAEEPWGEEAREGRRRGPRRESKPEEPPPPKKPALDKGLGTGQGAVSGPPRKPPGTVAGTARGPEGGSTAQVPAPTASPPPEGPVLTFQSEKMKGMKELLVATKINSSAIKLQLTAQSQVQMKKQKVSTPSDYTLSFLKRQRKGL
PKM2 activator: PKM2 (human) enzyme activation. P14618. purified PKM2, Kinase-Glo ATP luminescence, activation; response scale: 0% is enzyme alone, no compound. Potency, µM (highest dose often 57.5 µM), without a hit: top-dose activation, actives largely listed as activators. actives 0.34% (n = 260,000). AID 1631; further: potency means the concentration at half of the fitted maximal effect; on the % scale 0 is the no-effect control and ±100 the full control effect; nearly all actives have a fitted effect of over 55% in size
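hPK-M2, >95% pure; 0.1 mM ADP / 0.5 mM PEP final; imidazole pH7.2 buffer w/ 7 mM MgCl2, 50 mM KCl; 1 h RT; Kinase-Glo lum. Intermediate enzyme activity for dual inhibitor/activator qHTS.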
GALK inhibitor: galactokinase (human) inhibition | P51570 | Potency, µM (series often up to 57.5 µM), for the others: at the highest dose activity change, negative = inhibition, most hits filed as inhibitors | actives 0.007% (n = 270,000) | AID 1868 | Purified GALK, Kinase-Glo residual ATP luminescence; further: potency means the concentration at half of the fitted maximal effect; on the % scale 0 is the no-effect control and ±100 the full control effect
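Kinase-Glo Plus luminescence measured ATP left after a 1 h room-temperature reaction. The reaction used 5 nM GALK, 100 uM galactose and 35 uM ATP at pH 8.0 (20 mM HEPES, 5 mM MgCl2, 60 mM NaCl, 1 mM DTT, 0.01% BSA).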
Mito fusion act: mitochondrial division inhibition or fusion activation. actives 0.23% (n = 320,000). Potency, µM (doses to about 46.1 µM), for inactives: top-dose growth rescue (activation), hits mostly activators. S. cerevisiae fusion-defective mutant growth rescue, CellTiterGlo 48 h;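 further: potency means the concentration at half of the fitted maximal effect; % of control where 0% means no effect; nearly all actives have a fitted effect of over 45% in size; temperature-sensitive fusion mutants such as fzo1-1 at 37 °C on non-fermentable ethanol glycerol medium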
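Read-out: ATP-based luminescence (CellTiterGlo, 10 min ambient) reporting growth of fusion-defective ts yeast after 48 hours at 37C on glycerol/ethanol YPEG medium in the presence of compound.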
* hit, by the source's call; ? = inconclusive; / = no result given; [ ] = remark or other dose. Unless noted, the call rests on the fitted dose curve; in most records, active means well fitted curve in the direction sought with a large enough effect; inconclusive means small, poorly fitted or top-dose-only effect, or another doubt; inactive means no such curve, though single readings can be large; an effect the other way counts as inactive or inconclusive.

SMILES	MBNL1 CUG block	USP2a block	Chronic BCR inh	Eya2 phos inh	KCNH2 WT inh	S-ASM inh	TSHR antag	Menin-MLL TR inh	PKM2 activator	GALK inhibitor	Mito fusion act
C[C@@H]1COC(=O)[C@@H](NC(=O)OCC2c3ccccc3-c3ccccc32)C/C=C\C[C@@H](CC(=O)N(CCO)Cc2ccccc2)C(=O)N1	/	6%	0%	4%	/	-7%	-9	/	/	/	/
Cc1cc(C(=O)CSc2nnc(-c3ccco3)o2)c(C)n1C	/	3%	?	-7%	4	0%	-9	/	/	/	/
Clc1ccc(/C=N/Nc2ccccn2)cc1	?	7%	?	0%	19	0%	-5	21%	-3%	-3%	0%
Cc1snc(SCc2cccc(Cl)c2)c1C#N	-1%	-2%	3%	-14%	-4	-5%	-9	15%	/	/	7%
Cn1cc(/C=C(\NC(=O)c2ccccc2Cl)C(=O)NCCCN2CCOCC2)c2ccccc21	13%	1%	4%	9%	-12	3%	-3	/	/	-9%	-3%
COc1cccc(N2CCN(C(=O)c3cc4c(=O)n(Cc5ccccc5)ccc4nc3C)CC2)c1	-9%	3%	-10%	18%	-15	1%	23	-9%	1%	9%	2%
CCC(=O)Oc1ccc(C/C(=N\O)c2ccc(O)cc2O)o1	-4%	0%	?	9%	2	-4%	-5	30%[activator]	9%	-1%	-1%
N#CC1=C(N)NC(SCc2ccc(Br)cc2)=C(C#N)C12CCCCC2	9%	-13%	?	0%	0	-13%	?	?	3%	-3%	11%
COc1cccc(NC(=O)COC(=O)c2c(NC(C)=O)sc(C)c2C)c1	/	1%	-7%	9%	-73*	-3%	-2	/	/	/	5%
Brc1ccc(-c2cnco2)cc1	-7%	3%	-9%	-8%	9	0%	12	14%	-2%	-2%	5%
COc1ccc(OCc2nnc(SCC(=O)Nc3cccc(Cl)c3)o2)cc1	0%	-1%	-1%	-4%	23	-6%	-5	/	/	-2%	-7%
O=C1c2ccccc2C(Nc2ccc3c(c2)OCCO3)N1Cc1ccco1 (stereo not drawn)	-9%	1%	?	1%	4	-1%	21	-10%	-9%	1%	15%
Cc1ncc(CN2CCCC(C(=O)Nc3ccc(-c4ccco4)cc3)C2)n1C (stereo not drawn)	-1%	2%	2%	-4%	11	1%	-10	/	10%	-1%	2%
O=C(c1cccc(NS(=O)(=O)c2ccc(F)c(F)c2)c1)N1CCCCC1	/	2%	4%	-8%	11	1%	-7	/	/	/	2%
Cn1cccc1/C=N/n1c(-c2ccc(Cl)cc2Cl)n[nH]c1=S	0%	-2%	9%	-6%	-6	-10%	-20	7%	-2%	-3%	21%
CC(Sc1nnnn1C)C(=O)Nc1ccc(N2CCOCC2)cc1 (stereo not drawn)	-20%	-3%	-1%	-7%	1	2%	0	-1%	-2%	1%	-1%
COC(=O)c1c(C)[nH]c(-c2csc(N)n2)c1C	0%	3%	?	-6%	5	-3%	7	1%	2%	-2%	-6%
O=C(O)CC1(c2ccccc2)C(=O)c2ccccc2C1=O	-21%	-5%	?	6%[15.4 µM]	7	-1%	7	-17%	-12%	2%	1%
CCN(CC)CCCNC(=O)C1CCC(=O)N(c2ccc(OC)cc2)C1c1ccc(F)cc1 (stereo not drawn)	-12%	-3%	5%	26%	-9	1%	2	15%	-9%	1%	2%
O=[N+]([O-])c1ccccc1S(=O)(=O)Nc1ccc2c(c1)OCCO2	8%	1%	0%	-8%	10	8%	0	21%	-5%[11.5 µM]	-3%	2%

6 entries already listed, ordered by molar mass, largest number first:
SMILES	MBNL1 CUG block	USP2a block	Chronic BCR inh	Eya2 phos inh	KCNH2 WT inh	S-ASM inh	TSHR antag	Menin-MLL TR inh	PKM2 activator	GALK inhibitor	Mito fusion act
C[C@@H]1COC(=O)[C@@H](NC(=O)OCC2c3ccccc3-c3ccccc32)C/C=C\C[C@@H](CC(=O)N(CCO)Cc2ccccc2)C(=O)N1	/	6%	0%	4%	/	-7%	-9	/	/	/	/
Cn1cc(/C=C(\NC(=O)c2ccccc2Cl)C(=O)NCCCN2CCOCC2)c2ccccc21	13%	1%	4%	9%	-12	3%	-3	/	/	-9%	-3%
COc1cccc(N2CCN(C(=O)c3cc4c(=O)n(Cc5ccccc5)ccc4nc3C)CC2)c1	-9%	3%	-10%	18%	-15	1%	23	-9%	1%	9%	2%
CCN(CC)CCCNC(=O)C1CCC(=O)N(c2ccc(OC)cc2)C1c1ccc(F)cc1 (stereo not drawn)	-12%	-3%	5%	26%	-9	1%	2	15%	-9%	1%	2%
COc1cccc(NC(=O)COC(=O)c2c(NC(C)=O)sc(C)c2C)c1	/	1%	-7%	9%	-73*	-3%	-2	/	/	/	5%
CC(Sc1nnnn1C)C(=O)Nc1ccc(N2CCOCC2)cc1 (stereo not drawn)	-20%	-3%	-1%	-7%	1	2%	0	-1%	-2%	1%	-1%

(continued)
SMILES	MBNL1 CUG block	USP2a block	Chronic BCR inh	Eya2 phos inh	KCNH2 WT inh	S-ASM inh	TSHR antag	Menin-MLL TR inh	PKM2 activator	GALK inhibitor	Mito fusion act
COc1cc(CNCc2cccc3ccccc23)cc(OC)c1	-5%	-1%	0%	10%	5	-2%	-7	?	2%[11.5 µM]	-2%	-8%
Cc1ccccc1-c1nc(CS(=O)CC(=O)NCCN2CCN(Cc3ccccc3)CC2)c(C)o1 (stereo not drawn)	-10%	2%	-1%	3%	30	4%	-3	-2%	3%	0%	2%
COc1ccc(OC)c(S(=O)(=O)Nc2cc(C)on2)c1	2%	2%	4%	-10%	3	2%	28	/	6%	-3%	3%
CC(=O)c1c(C)[nH]c(C(=O)NC2CCCCC2)c1C	-4%	2%	0%	7%	-16	-1%	2	1%	0%	1%	1%
CCn1c(CSc2nc(C)cc(C)n2)nnc1SCC(=O)Nc1cccc2ccccc12	2%	1%	?	2%	-1	-3%	-14	13%	-1%	-2%	-3%
Cn1c(SCC(=O)NC2CC2)nnc1-c1ccccc1Cl	-2%	-1%	-6%	-2%	-9	0%	0	/	-2%	3%	0%
COc1cccc(NC(=O)COC(=O)c2nc3nccc(C)n3n2)c1	-1%	4%	1%	-7%	-12	-1%	38	?	-3%	-1%	-2%
O=C(/C=C/c1ccccc1Cl)OCC(=O)N1CCCC1	/	-14%	?	-30%	4	-2%	-4	/	/	/	/
Cc1ccc(C)c(S(=O)(=O)N2CCN(CC(=O)Nc3ccc([N+](=O)[O-])cc3)CC2)c1	/	-1%	3%	0%	-2	-8%	-27	1%	3%	-2%	17%
COc1ccccc1NC(=O)COC(=O)COc1ccccc1F	/	-1%	-7%	-2%	10	-2%	-2	/	/	/	1%
CC(CC(=O)O)CC(=O)N1CCN(S(=O)(=O)c2cccs2)CC1 (stereo not drawn)	-10%	0%	9%	-2%	10	3%	4	/	?	7%	-2%
COc1ccc(S(=O)(=O)NCCc2ccccn2)cc1	/	2%	-1%	9%	0	-6%	1	/	/	/	/
Cc1ccccc1NC(=O)NCCN1C(=O)C2C3C=CC(C3)C2C1=O (stereo not drawn)	3%	0%	-2%	-39%	-10	0%	4	5%	1%	-4%	-4%
Cc1ccc([N+](=O)[O-])cc1S(=O)(=O)N1CCC(C)CC1	?	1%	9%	-4%	-6	-2%	-4	11%	-3%	-1%	1%
Cc1cc(C(=O)NCC(=O)OCC(=O)N(C2CCCCC2)C2CCCCC2)ccc1[N+](=O)[O-]	5%	0%	6%	-6%	-3	-15%	-15	?	0%	0%	11%
O=C(NCc1ccccn1)c1ccc(Cl)c(NC2=NC3CS(=O)(=O)CC3S2)c1 (stereo not drawn)	1%	0%	-2%	4%	5	-1%	-9	/	/	-5%	0%
O=C(C1CCC(CNS(=O)(=O)c2ccccc2)CC1)N1CCOCC1 (stereo not drawn)	-3%	-1%	2%	-18%	-5	3%	8	-26%	/	/	2%
C/C(=N\Nc1nncc2ccccc12)c1cccc(OC(F)F)c1	0%	0%	?	2%	2	?	-1	?	-9%	7%	-5%

These rows are one share of the data (hit frequency here may not be typical).
